# Screening results deposited in PubChem BioAssay by several laboratories.
# PLCb3 inh: inhibitors of human phospholipase C beta3 | Q01970 | Purified PLC-beta3, fluorogenic substrate, fluorescence | inhibition, % at 12.2 µM | hit rate 0.18% among 370,000; in the data active means inhibition above about 11%;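 further: 0% = median of compound wells on plate and 100% = full blocker control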
# DDE Tn6 FP inh: inhibitors of Tn6 peptide binding to human fibrin DD(E). P02675. inhibition, % at 8.3 µM. Fibrin DD(E) TRITC-Tn6 fluorescence polarization displacement. AID 720509. hit rate 0.21% among 370,000;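 active means inhibition above a per-campaign cutoff: mean of compounds within control limits plus 3 SD, cut at about 15% in these data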;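 further: 0% = median of all compound wells on the plate and 100% = blocking peptide control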
# Target sequence (P02675 whole entry, looked up): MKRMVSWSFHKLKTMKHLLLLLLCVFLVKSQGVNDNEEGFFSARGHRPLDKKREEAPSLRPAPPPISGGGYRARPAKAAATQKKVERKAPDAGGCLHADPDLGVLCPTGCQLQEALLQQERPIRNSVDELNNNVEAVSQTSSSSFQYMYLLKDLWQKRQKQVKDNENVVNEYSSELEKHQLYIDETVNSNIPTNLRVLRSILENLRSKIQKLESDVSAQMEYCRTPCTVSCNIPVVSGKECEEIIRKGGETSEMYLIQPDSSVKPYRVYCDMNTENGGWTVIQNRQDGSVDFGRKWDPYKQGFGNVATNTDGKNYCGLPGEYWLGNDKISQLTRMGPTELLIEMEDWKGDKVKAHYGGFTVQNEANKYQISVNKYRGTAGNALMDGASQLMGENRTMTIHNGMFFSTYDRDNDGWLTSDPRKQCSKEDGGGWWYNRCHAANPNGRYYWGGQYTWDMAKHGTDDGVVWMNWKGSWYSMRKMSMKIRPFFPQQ
# ARFGAP1 inh: rat ARFGAP1 inhibition; Arfgap1-stimulated ARF1 GTP hydrolysis, GDP FP detection; Q62848; AID 651572; inhibition, % at 16.5 µM; hit rate 0.26% among 360,000;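 active means inhibition above a per-plate limit, mean inhibition of low control wells plus 3 SD, cut at about 25% in these data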;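 further: 0% = DMSO wells with enzyme and 100% = wells lacking Arfgap1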
#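 Material: rat Arfgap1 GAP domain (His6, aa 1-136), purified enzyme. Also added: human ARF1(Δ1-17)-GTP substrate. Compound dosing: 16.5 µM single point, 1.26% DMSO. Timing: enzyme reaction 120 min at 25 °C after 20 min preincubation. Signal: GDP detection by fluorescence polarization. Read-out basis: percent inhibition of GAP-stimulated GDP formation, scaled between DMSO and no-Arfgap1 medians.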
# ASAP1 GAP inh: ASAP1 ArfGAP inhibition | Q9ULH1 | ASAP1-stimulated ARF1 GTP hydrolysis, GDP FP detection | inhibition, % at 16.5 µM | hit rate 0.19% among 360,000; in the data active means inhibition above about 25%;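 further: 0% = vehicle with enzyme and substrate and 100% = no enzyme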
# proKLK7 act: activators of human kallikrein-7 zymogen; purified proKLK7, EDANS-DABCYL substrate fluorescence; 100% is mature enzyme control, 0% vehicle; activation, % at 7 µM; hit rate 0.9% among 370,000;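 active means activation above the mean of all tested compounds plus 3 SD, computed per campaign excluding outliers beyond control limits, cut at about 13% in these data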
# Tn7 DDE FP: disrupts Tn7 cyclic peptide binding to fibrin D-Dimer-E complex. AID 720508. hit rate 0.13% among 370,000. P02675. FP displacement of FITC-Tn7 peptide from fibrin DD(E); 0% = median of compound wells per plate. inhibition, % at 8.3 µM;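 active means inhibition above the mean of compounds falling within the control limits plus 3 SD of them, cut at about 14% in these data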;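 further: 0% = plate median of compound wells and 100% = 10 µM Aha-Tn7 peptide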
#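 system = human fibrin DD(E) protein | quantity = DD(E) 2 µM final | medium = Tris/NaCl/CaCl2 buffer, pH 7.8 | also added = labelled Tn7 tracer, 0.1 µM | compound dosing = single point at 8.3 µM | timing = compound with protein 10 min, then 3 h after probe, room temperature | signal = FP measurement | benchmarks = Aha-Tn7 high control | repeats = one replicate per compound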
# UHRF1 MBD2 ctr: human UHRF1 methylated DNA binding inhibitors; inhibition, % at 4.4 µM; AID 687016; UHRF1 binding to methylated oligo, TR-FRET; hit rate 0.75% among 370,000; Q96T88; in the data active means inhibition above about 21%;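 further: UHRF1 SRA domain binding a hemimethylated CpG hairpin DNA probe; 0% = median of test compound wells and 100% = reference inhibitor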
# PLCg1 inh: PLC-gamma1 (human) inhibition, primary screen. purified PLC-gamma1, fluorogenic substrate, fluorescence. inhibition, % at 12.2 µM. hit rate 0.84% among 370,000; in the data active means inhibition above about 9.5%
# Rev-erbA mod: modulators of human Rev-erb alpha DNA binding; P20393; Rev-erbα–FITC-DNA binding, fluorescence polarization, 90 min; activity, % at 10 µM; hit rate 0.79% among 370,000; AID 1259318;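 active means activity above about 14%, limit read from the data; passing the limit was not always enough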;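 further: 0% = DMSO wells with 35 nM protein and 100% = DMSO wells with 750 nM protein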
# HGIII-sPLA2 inh: Blocks human group III sPLA2 activity | Q9NZ20 | QFRET BODIPY PC-A2 liposome hydrolysis, fluorescence | inhibition, % at 12.2 µM | hit rate 0.56% among 370,000 | AID 743126;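 active means inhibition above mean plus 3 SD of compounds lying within the high and low control bounds, cut at about 19% in these data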;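 further: 0% = median of test compound wells and 100% = no enzyme DMSO wells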
# Target sequence (Q9NZ20 whole entry, looked up): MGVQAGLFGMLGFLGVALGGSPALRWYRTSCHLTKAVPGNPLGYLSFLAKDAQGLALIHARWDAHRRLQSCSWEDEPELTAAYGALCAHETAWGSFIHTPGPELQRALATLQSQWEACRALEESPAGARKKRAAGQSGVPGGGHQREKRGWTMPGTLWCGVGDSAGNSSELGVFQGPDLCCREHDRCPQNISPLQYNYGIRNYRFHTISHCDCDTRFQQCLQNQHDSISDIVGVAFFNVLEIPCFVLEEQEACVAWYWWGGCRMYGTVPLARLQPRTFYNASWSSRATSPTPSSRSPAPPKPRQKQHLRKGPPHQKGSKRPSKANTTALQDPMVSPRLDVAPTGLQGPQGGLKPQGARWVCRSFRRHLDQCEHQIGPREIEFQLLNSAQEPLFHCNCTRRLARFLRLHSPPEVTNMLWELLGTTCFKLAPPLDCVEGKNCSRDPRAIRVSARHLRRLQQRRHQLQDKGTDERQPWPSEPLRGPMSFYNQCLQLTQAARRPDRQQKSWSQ
# Active calls of the source: *; x = no result given.
SMILES,PLCb3 inh,DDE Tn6 FP inh,ARFGAP1 inh,ASAP1 GAP inh,proKLK7 act,Tn7 DDE FP,UHRF1 MBD2 ctr,PLCg1 inh,Rev-erbA mod,HGIII-sPLA2 inh
N#CC1CC(c2ccccc2)Nc2cc(Cl)ccc2N1 (stereo not drawn),-111.2,-3.9,5.8,-4.7,-0.3,9.2,0.5,-81.4,-0.3,-2.5
CNC(=S)N1CCc2cc(OC)c(OC)cc2C1COc1ccc(F)cc1 (stereo not drawn),-6.3,-0.8,0.7,-1.9,-0.1,-4.8,3.4,2.7,-0.7,2.9
COC(=O)c1sc(NC(=O)C2c3ccccc3Oc3ccccc32)c(C(=O)OC)c1C,-3.8,-5.9,21.1,12.0,0.0,-0.8,2.7,2.7,3.7,12.2
CC(C)C[C@H](NC(=O)OC(C)(C)C)c1n[nH]c(=S)n1N,7.1,4.3,-1.7,5.5,-0.1,7.6,-2.5,0.7,-4.5,2.9
COc1ccc(C(C(=O)NC(C)(C)C)n2c(-c3ccc(C(F)(F)F)cc3)nc3ccccc32)cc1 (stereo not drawn),-2.3,-4.5,-5.2,-3.0,0.0,7.0,2.6,0.1,-3.9,12.9
CS(=O)(=O)N(Cc1nnc(-c2cccs2)o1)c1ccc(Cl)cc1F,0.0,3.6,1.7,-9.3,0.4,1.5,-0.6,1.3,0.3,-4.4
CC(C)CN1CCC(Oc2cccc(C(=O)NCCc3ccccc3)c2)CC1,-4.8,-4.4,-14.9,13.1,-0.4,-6.6,-0.5,2.5,0.9,-1.9
CN1C(=O)C(O)(C2COC(C)(C)CC2=O)c2cc(Br)ccc21 (stereo not drawn),2.6,2.6,-2.8,1.5,-0.3,0.1,6.2,0.4,1.1,2.6
COc1ccc(N=Nc2c(C)n[nH]c2C)cc1,2.4,-1.8,0.3,18.2,-0.6,-0.7,3.5,7.5,-2.8,-2.9
CN1CCN(C(=O)c2ccc3c(c2)NC(=O)C(N2CCOCC2)S3)CC1 (stereo not drawn),-0.8,0.3,-0.5,-2.9,-0.2,-3.7,-1.8,2.7,-3.4,6.5
CN(C)S(=O)(=O)c1ccc(C(=O)OCc2ccc(C#N)cc2)cc1,0.2,2.7,-3.3,5.4,-0.1,9.3,2.8,4.8,-2.2,-4.3
CN(CCOC(=O)c1occ2ccccc12)C1CN(Cc2cn(Cc3ccccc3Cl)nn2)S(=O)(=O)C1 (stereo not drawn),2.3,-2.2,x,x,0.5,0.5,4.4,-0.9,-2.7,-4.3
NC(=O)c1cc2ccccc2o/c1=N/NC(=O)c1cccc(Cl)c1,-4.2,-1.4,8.1,2.9,0.2,-5.1,-1.2,4.4,3.1,-4.5
COCc1cc(=O)n2[nH]c(-c3ccco3)cc2n1,-22.2,-5.3,10.4,5.0,1.4,4.5,-1.5,-21.4,9.3,11.2
OCCC1CN(C/C(Cl)=C/c2ccccc2)CCN1C1CCCC1 (stereo not drawn),1.7,2.5,0.7,-10.6,-0.3,-3.7,1.0,3.9,-6.9,-0.2
COc1ccc(C(=O)NCCNC(=O)c2cnccn2)cc1OC,-4.6,3.4,3.9,3.1,0.1,7.9,-0.4,-3.9,4.0,2.0
CCCc1ccc(C(=O)N2CCN(c3ccccc3OCC)CC2)cc1,-0.4,8.2,-3.4,15.2,0.4,0.4,0.7,-0.1,-1.1,-4.2
Cc1c(C)c(C)c(S(=O)(=O)n2[nH]c(=O)c(CCO)c2C)c(C)c1C,-2.7,-8.7,-0.5,4.3,0.4,2.4,-2.7,-0.9,-1.7,-6.5
CCc1ccc(C(=O)NNC(=O)CC2OC(=O)c3ccccc32)cc1 (stereo not drawn),-6.1,0.3,-3.5,6.6,0.2,2.7,-3.3,1.1,-1.7,2.4
CC(C)CC(=O)Nc1ccc(C(=O)NNC(=O)C(c2ccccc2)c2ccccc2)cc1,4.2,-0.8,-12.5,16.0,0.2,-0.6,10.4,2.3,5.4,-16.7
COC(=O)N/N=C/c1cc(Cl)c(OCc2ccc(F)cc2)c(OC)c1,1.0,2.0,-6.5,-3.1,0.6,-2.9,5.9,0.3,7.2,-5.3
COc1cc(CN2C[C@@H](CO)O[C@@H](n3cnc4c(N5CCN(c6ccccc6)CC5)ncnc43)C2)cc(OC)c1OC,0.2,0.9,0.8,-16.5,0.1,-6.7,3.3,4.6,-7.4,-4.1
CC(CCc1ccccc1)NC(=O)c1ccccc1F (stereo not drawn),1.8,-0.3,11.6,5.2,-0.1,4.3,0.7,2.0,1.6,1.4
O=C(OCn1nnc2ccccc2c1=O)c1cc(-c2ccccc2)nc2ccccc12,2.4,1.0,1.1,8.3,-0.7,3.8,6.5,0.5,6.0,23.4*
Cc1noc(C)c1-c1ccc2nc[nH]c(=O)c2c1,-0.2,-2.2,-2.5,5.8,0.3,-3.1,-3.6,-3.4,-4.2,3.6

# (further entries)
SMILES,PLCb3 inh,DDE Tn6 FP inh,ARFGAP1 inh,ASAP1 GAP inh,proKLK7 act,Tn7 DDE FP,UHRF1 MBD2 ctr,PLCg1 inh,Rev-erbA mod,HGIII-sPLA2 inh
c1ccc2c(Nc3ccc4c(c3)OCCO4)c3c(nc2c1)CCCC3,1.6,-3.5,-9.8,1.0,-0.4,-3.8,-3.8,3.4,4.6,-2.7
CCOc1ccc(NN=C(C(=O)OC)C(=O)OC)c([N+](=O)[O-])c1,-3.2,6.5,0.7,1.7,0.4,3.9,-2.1,3.0,1.6,2.9
CC(C)(C)c1cc(C(=O)Nc2cccnc2)cc(C(=O)Nc2cccnc2)c1,-7.9,-10.2,6.5,6.8,-0.1,-1.2,2.3,-1.1,-1.5,-4.4
N#CC(=C1C=C(Br)C(=NO)C=C1Cl)c1ccc(Cl)cc1,-20.3,1.4,2.1,3.6,-0.8,2.3,-3.8,-11.8,4.3,-19.1
CCOc1ccc(-n2c(C)nc3cc(C(=O)NCCN4CCOCC4)ccc32)cc1,-0.4,0.0,-8.5,6.7,0.7,4.5,-0.9,2.3,-2.7,2.0
S=C(Nc1ccccc1)N1CCN(Cc2ccccc2)CC1,5.7,8.0,-3.4,-12.4,-0.2,-6.2,0.9,1.0,-7.4,5.3
CCOC(=O)c1c(CSc2nc(C)cc(C)c2C#N)n(C)c2cc(Br)c(OC(C)=O)cc12,0.0,1.4,1.7,-0.5,-0.4,-6.7,-1.1,-1.2,5.9,1.9
COc1ccc(NC(=O)CCCC(=O)c2ccccc2)cc1OC,-8.1,6.3,-4.0,-11.4,-0.2,2.7,1.6,-1.6,0.3,2.8
CCN(CC(=O)Nc1c(F)cccc1F)C(=O)Cc1csc(-c2ccccc2)n1,-3.3,-0.9,4.9,3.6,-0.6,3.9,-2.5,-0.6,-1.3,-7.0
CC(C)Sc1ccc([N+](=O)[O-])cc1C(=O)Nc1ccncc1,-5.0,1.3,6.1,-0.3,0.9,-2.0,2.5,3.7,-6.1,7.3
Cc1cc2oc(C(=O)Nc3c(C)n(C)n(-c4ccccc4)c3=O)c(C)c2cc1C,2.5,-5.5,-2.1,-19.8,0.2,-1.4,0.6,1.7,4.5,13.1
C=CCNC(=S)NNC(=O)c1cc(Cl)ccc1OC,-5.6,1.8,-9.2,-4.1,-0.2,2.5,-1.8,1.1,2.4,13.4
CN(C)CCCNc1oc(-c2ccccc2Cl)nc1S(=O)(=O)c1ccc(F)cc1,-13.1,1.7,-12.1,7.1,-0.3,1.1,0.5,-6.5,-4.8,-23.4
COc1cc(/C=C(\C#N)C(N)=O)ccc1OS(=O)(=O)c1ccc(C)cc1,-1.0,-5.4,-6.4,-0.5,0.0,1.8,4.4,-0.9,-3.9,11.7
CS(=O)(=O)Nc1cccc(C(=O)CC2(O)C(=O)Nc3ccc(Br)cc32)c1 (stereo not drawn),1.0,6.6,2.7,5.4,0.5,-0.7,-1.6,-1.4,-1.0,0.1
CCn1cc(C(=O)O)c(=O)c2cc(F)c(N3CCN(C(=S)Nc4ccccc4OC)CC3)cc21,-15.9,-2.7,3.5,5.7,-0.2,-6.4,-1.6,-13.4,-1.7,0.2
CC(C)(C)c1ccc(-c2nnc3sc(-c4ccccn4)nn23)cc1,-9.3,-0.1,13.1,10.4,-0.6,-5.1,-5.2,-8.6,21.8*,-0.9
Cc1ccc(S(=O)(=O)N2CC3=C(C2)C2CC2(C)C3)cc1 (stereo not drawn),-0.8,-2.5,-7.0,-10.4,0.1,0.0,-0.7,-0.9,0.0,-0.8
COc1cccc(C(=O)N2CCC[C@H]2C(=O)N2CCC[C@H]2C(=O)N[C@@H](C)c2ccccc2)c1,2.7,-2.8,1.3,3.4,0.6,7.7,-3.8,1.2,1.3,4.4
CCc1cc(=O)[nH]c(SCC(=O)N2CCCC2)n1,-7.5,5.0,12.0,10.2,-0.2,0.1,2.7,2.1,-3.9,12.3
N#CC[C@H](Cc1ccccc1)N1CCN(Cc2ccccc2)CCC1=O,5.3,10.7,7.7,-13.7,-0.2,3.0,13.1,1.9,-1.9,-4.9
O=C(c1ccncc1)N1CCC(Oc2cccnc2)CC1,4.6,-1.0,x,x,0.6,0.4,6.0,0.1,4.4,6.4
Cn1c(SCc2ccc(Br)cc2)nc2ccccc2c1=O,-2.0,2.7,-11.5,-6.8,0.5,1.4,1.1,0.0,-0.3,3.4
CC(/C=N/n1c(-c2cc(C)[nH]n2)n[nH]c1=S)=C\c1ccco1,-7.6,2.6,-6.3,-4.5,0.4,-0.4,1.0,-0.1,-0.7,4.8
CC(OC(=O)c1nsc(Cl)c1Cl)C(=O)NC1CCCCC1 (stereo not drawn),-3.6,-0.8,9.7,0.6,-0.5,-2.0,0.6,0.5,3.7,-1.6
CCN(CC)C(=N)/C(C#N)=N/Nc1ccc(C)cc1,2.5,-1.0,-1.9,-12.4,0.4,3.9,0.2,3.5,-5.0,16.5
CCCNS(=O)(=O)c1ccc(OCC(=O)NCc2ccco2)cc1,0.9,-4.5,-2.0,-8.8,-0.4,-2.5,1.2,-1.2,-1.6,-1.4
CCOc1ccc(S(=O)(=O)N(C)c2ccc(OCC(=O)Nc3ccc4[nH]c(=O)[nH]c4c3)cc2)cc1,1.2,-14.4,11.7,1.4,0.0,-7.8,0.2,0.2,0.8,-13.8
CC(C)n1nc(C(=O)Nc2cccc(S(=O)(=O)N3CCOCC3)c2)c2ccccc2c1=O,-6.7,1.6,-4.2,-6.8,-0.4,-0.7,0.9,0.0,3.4,1.8

# Complete entries, quoted from the list. Values in the order: PLCb3 inh	DDE Tn6 FP inh	ARFGAP1 inh	ASAP1 GAP inh	proKLK7 act	Tn7 DDE FP	UHRF1 MBD2 ctr	PLCg1 inh	Rev-erbA mod	HGIII-sPLA2 inh
# O=C(OCn1nnc2ccccc2c1=O)c1cc(-c2ccccc2)nc2ccccc12 reads 2.4	1.0	1.1	8.3	-0.7	3.8	6.5	0.5	6.0	23.4*
# CN(C)S(=O)(=O)c1ccc(C(=O)OCc2ccc(C#N)cc2)cc1 reads 0.2	2.7	-3.3	5.4	-0.1	9.3	2.8	4.8	-2.2	-4.3

# Compounds were not picked by outcome; 4.5% or so of the library scored in one or more.
